Assay outcomes as filed in PubChem.
Epigenetic mod: epigenetic GFP locus derepression in mouse cells; AID 597; Potency, µM (series often up to 46.1 µM), without a hit: at the top dose GFP derepression (activation); mouse C127i GFP locus derepression, cytometry, 30 h; 68,000 tested, 0.09% active; also: % of control where 0% means no effect
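Locus derepression in mouse mammary C127i cells whose integrated CMV-GFP reporter is normally silent; GFP expression after 30 h compound treatment was quantified by counting fluorescent cells.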
Hsp90 Hop PPI: changes Hsp90-Hop TPR2A binding signal, up or down | AlphaScreen TPR2A-His6 binding biotin-Hsp90 C-terminal peptide | Potency, µM (top dose mostly 57 µM), without a hit: at the highest dose activity change, negative = inhibition | 71,000 tested, 0.44% active | AID 595; active = well fitted curve in either direction with a large enough effect; inconclusive = small, poorly fitted or top-dose-only effect, or another doubt; also: potency is read from the fitted curve at half-maximal effect; % is scaled to controls: 0 for no effect and ±100 for the full control effect; many of its hits are not listed in these tables
CRE-bla Fsk: CRE-bla signaling modulation under forskolin stimulation; Potency, µM (highest dose often 38.2 µM), for the others: top-dose activity change, negative = inhibition, most hits filed as activators; 71,000 tested, 2.5% active; CHO CRE-bla reporter (cAMP response element driving beta-lactamase), forskolin EC10, beta-lactamase ratio; active = well fitted activation curve with a large enough effect in the signal ratio, with a control signal flat, not every such curve was filed as active; inconclusive = small, poorly fitted or top-dose-only effect, or effect the other way, or a change in a side signal; the % refers to the signal ratio; also: potency is read from the fitted curve at half-maximal effect; % of control where 0% means no effect
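Forskolin analogue NKH 477 at EC10 stimulated CRE-driven beta-lactamase in CHO cells alongside compound dilution series. Beta-lactamase was measured with CCF4, excitation 405 nm, emission ratio 460/530 nm.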
BRCT inh red: BRCT-phosphoprotein interaction inhibition (red fluorophore). BRCT-phosphopeptide binding, red fluorescence polarization. Potency, µM (titrated, usually from 76.9 µM), inactives show at the top dose activity change, negative = inhibition, usual class: inhibitors. 75,000 tested, 0.03% active; also: % is scaled to controls: 0 for no effect and ±100 for the full control effect
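Rhodamine-labelled pBACH1 10-mer (100 nM) bound to BRCT domain (100 nM) at pH 7.3; compounds incubated 12 min room temperature, polarization read. Free peptide defines full inhibition; unlabelled decapeptide titrated as control.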
Pol III holo inh: blocks replication by bacterial DNA polymerase III holoenzyme. reconstituted DNA polymerase III holoenzyme replication, biochemical. Potency, µM (titrated, usually from 57.1 µM), for the others: at the highest dose activity change, negative = inhibition. 71,000 tested, 0.25% active. AID 603; also: potency is read from the fitted curve at half-maximal effect; % is scaled to controls: 0 for no effect and ±100 for the full control effect
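Reconstituted *E. coli* holoenzyme (0.35 nM Pol III, 1 nM beta, 154 nM SSB, 2 nM primase) was preincubated with compound for 15 min at RT. Synthesis on 1.4 nM ssM13Gori ran 35 min, then was stopped with PicoGreen/EDTA and read as dsDNA fluorescence.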
BRCT PPI green: blocks human BRCA1 BRCT binding to phosphopeptide, green readout. AID 875. Potency, µM (series often up to 76.9 µM), without a hit: top-dose activity change, negative = inhibition, usual class: inhibitors. BRCA1 BRCT-phosphopeptide binding, green fluorescence polarization. 75,000 tested, 0.05% active;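 also: potency is read from the fitted curve at half-maximal effect; plate controls were peptide without protein for full effect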
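Compounds were incubated for 12 min at room temperature with a complex of 100 nM fluorescein-tagged pBACH1 decapeptide and 250 nM His-tagged BRCT protein. Buffer was phosphate pH 7.3 with EDTA, DTT and Tween 20. Disruption of binding lowers the polarization signal.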
A350 fluor: compounds fluorescent in Alexa 350 spectral region. max dye-equivalent concentration, M. AID 590. 59,000 tested, 11% active. Compound autofluorescence, 340/450 nm, Alexa 350 dye-equivalents; active compounds read high; in the data active = max dye-equivalent concentration above about 10 nM; inconclusive = mostly about 1.1 nM to 9.6 nM
HBB splicing: hemoglobin beta splicing modulation | AID 925 | HBB splicing reporter cell assay, activation; EGFP reporter with mutant IVS2-654 intron; response scale: normalised to 500 nM splice-correcting PNA | Potency, µM (top dose mostly 46.1 µM), for inactives: at the top dose activation, actives largely listed as activators | 65,000 tested, 0.06% active; also: potency is read from the fitted curve at half-maximal effect; 0% is about no effect
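Compounds were applied for 2 days to HeLa EGFP-654 cells, 500/well in Optimem with 2% FCS. The reporter's EGFP is disrupted by mis-splicing of beta-globin intron IVS2-654. Readout: summed well GFP fluorescence from 488 nm laser scanning; reference was 500 nM antisense […] 654 PNA.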
Ub-GFP proteasome: inhibits proteasome, raising ubiquitin-GFP reporter fluorescence. Ubiquitin-GFP reporter cells, proteasome inhibition, GFP fluorescence; response scale: untreated = 0%, 10 µM MG-132 = 100%. Potency, µM (top dose mostly 45.9 µM), for inactives: at the highest dose activation (GFP accumulation), hits mostly activators. 67,000 tested, under 10 active. AID 526; active = well fitted activation curve with a large enough effect, not every such curve was filed as active; inconclusive = small, poorly fitted or top-dose-only effect, or another doubt; inactive = no such curve, though single readings can be large or run the other way; also: potency is read from the fitted curve at half-maximal effect
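U2OS cells stably expressing ubiquitin(G76V)-GFP, seeded overnight in 0.5% FBS medium, were exposed to compounds (qHTS, 46 uM to 2.9 nM) for 4 hr at 37 °C. GFP-positive cells were counted by laser cytometry (488 ex/515 em), normalized between basal and 10 uM MG-132.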
ALOX15 inhib: 15-hLO (ALOX15) enzyme inhibition. 74,000 tested, 1.4% active. Potency, µM (doses to about 57.1 µM), without a hit: at the top dose activity change, negative = inhibition, usual class: inhibitors. purified 15hLO-1, xylenol orange hydroperoxide absorbance. P16050. AID 887; also: potency is read from the fitted curve at half-maximal effect; % is scaled to controls: 0 for no effect and ±100 for the full control effect; nearly all actives have a fitted effect of over 55% in size
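Quantitative HTS in 25 mM Hepes pH 7.5 containing 0.01% Triton X-100: human 15hLO-1 at 40 nM, arachidonic acid at 50 uM, 6 min turnover. Product quantified via ferrous oxidation/xylenol orange, 573:405 nm absorbance ratio.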
4MU fluor: compounds fluorescent in 4-MU spectral region; compound autofluorescence, 340/450 nm, 4-MU equivalents; active compounds read high; max dye-equivalent concentration, M; 59,000 tested, 11% active; in the data active = max dye-equivalent concentration above about 10 nM; inconclusive = mostly about 1.1 nM to 9.6 nM
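Compounds in 100 mM Tris, pH 8.0, sat 15 min at room temperature before fluorescence was read at 340 nm excitation/450 nm emission; a per-plate six-point 4-MU standard curve converted signals to dye-equivalent concentration at each compound concentration.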
An asterisk follows results filed as active; i = inactive; ? = inconclusive; · = no result given; & = joins results of further samples; [ ] = another dose, or the depositor's remark. Unless noted, calls follow the shape of the dose curve; as a rule, active = well fitted curve in the direction sought with a large enough effect; inconclusive = small, poorly fitted or top-dose-only effect, or another doubt; inactive = no such curve, though single readings can be large; an effect the other way counts as inactive or inconclusive.

SMILES	Epigenetic mod	Hsp90 Hop PPI	CRE-bla Fsk	BRCT inh red	Pol III holo inh	BRCT PPI green	A350 fluor	HBB splicing	Ub-GFP proteasome	ALOX15 inhib	4MU fluor
CCCNC(=O)c1[nH]c(C)c(C(C)=O)c1C	24.2%	5.4%	0.6%	-0.1%	-0.3%	-1.5%	i	-0.9%	-5.7%	-4.7%	i
COc1ccc2c(c1)CCc1c-2n[nH]c1C(=O)O	0.0%	-1.4%	18.8%	-0.9%	-2.0%	-0.4%	i	-3.4%	3.2%	1.8%	i
Cc1ccc(C)c(N2CCN(C(=O)c3cc(S(=O)(=O)N4CCOCC4)ccc3F)CC2)c1	0.0%	-1.2%	?	0.7%	2.3%	-2.0%	i	-2.2%	-7.1%	-9.5%	i
CC(=O)N1CCCc2cc(S(=O)(=O)N(C)Cc3ccccc3)ccc21	2.9%	-14.6%	-13.1%	-0.5%	-7.4%	-0.7%	i	1.6%	0.2%	-1.4%	i
O=C(c1c(Cl)cccc1Cl)N1CCCCCC1	2.9%	0.5%	-4.5%	0.2%	-4.6%	0.6%	i	·	-1.9%	2.8%	i
COc1ccc(C(=O)NCC(=O)O)cc1	0.0%	0.2%	-5.8%	0.4%	-0.1%	-2.7%	i	-0.7%	4.6%	-2.2%	i
CC(=O)Nc1nc(C)c(S(N)(=O)=O)s1	-2.0%	0.6%	-1.7%	0.2%	-2.7%	-1.5%	i	-0.5%	9.9%	7.1%	i
COCC(C)n1c(COc2ccccc2F)nnc1SCc1c(C)noc1C (configuration not stated)	2.9%	-0.2%	-5.4%	-0.5%	-4.6%	-1.3%	i	0.0%[57.5 µM]	-1.1%	1.6%	i
COc1cccc(/C(O)=C2/C(=O)C(=O)N(Cc3ccco3)C2c2ccncc2)c1 (configuration not stated)	2.4%	-2.7%	2.5%	0.9%	-5.8%	-0.3%	i	·	6.1%	-11.2%	i
O=c1c2ccccc2nc(N2CCN(c3ccccc3)CC2)n1Cc1ccccc1	9.3%	-2.2%	7.6%	-1.1%	6.4%	-0.8%	·	-0.6%	-6.0%	-12.4%	·
O=C(Nc1cccc(F)c1)C1CCN(C(=O)Cc2ccccc2)CC1	0.0%	0.0%	-10.9%	-0.7%	2.8%	-1.2%	·	-0.3%[9.22 µM]	-14.1%	-3.1%	·
c1ccc(-c2nnn(CCN3CCCCC3)n2)cc1	-2.3%[9.22 µM]	-2.8%[11 µM]	3.0%[7.6 µM]	-0.3%[15.4 µM]	-5.1%[11.4 µM]	-2.0%[15.4 µM]	i	2.4%[9.22 µM]	4.2%[9.17 µM]	9.4%[11.4 µM]	i
Cc1cccc(NC(=O)N(Cc2nc3ccccc3c(=O)[nH]2)C2CCCC2)c1	-1.0%	0.5%	1.6%	-0.7%	-4.4%	-0.7%	?	-0.3%[57.5 µM]	-3.4%	-13.9%	?
CC(=O)NC(CCS(C)(=O)=O)C(=O)Nc1ccccc1C (configuration not stated)	4.1%	-4.8%	0.7%	-1.4%	1.4%	-0.2%	i	-1.4%	8.1%	3.3%	i
CCCCOc1nc2ccccc2nc1C(C#N)S(=O)(=O)c1ccccc1 (configuration not stated)	-1.2%	-1.2%	?	-1.2%	-6.2%	-0.8%	4.94e-08M*	-3.2%	6.2%	4.3%	3.7e-08M*
O=C1C2CCCN2C(c2ccccc2F)N1c1ccc(Cl)cc1 (configuration not stated)	-1.1%	-3.3%	-0.4%	3.0%	-2.3%	-0.5%	i	-0.1%	16.7%	-0.5%	i
O=C(c1ccc(S(=O)(=O)N2CCC(c3nc4ccccc4s3)CC2)cc1)N1CCOCC1	-2.3%	-2.0%	-3.6%	0.1%	-7.2%	0.5%	i	0.1%[57.5 µM]	-1.7%	4.0%	i
O=C(NCCCNCc1ccccc1)c1ccncc1	3.4%	57.9%	-1.4%	0.0%	-7.4%	-2.9%	i	0.5%[57.5 µM]	7.4%	11.6%	i
O=C(COc1cccc(NC(=O)c2ccco2)c1)c1ccc(F)cc1	3.2%	-7.1%	-7.8%	-1.8%	1.7%	2.7%	i	8.3%	-1.6%	-26.6%	i
COc1ccc(OC)c(S(=O)(=O)NC2CCN(Cc3ccccc3)CC2)c1	3.2%	-5.9%	-0.9%	-1.7%	-0.4%	-1.4%	i	0.3%	1.9%	-1.3%	i
OC(CN1C2=NCCCN2c2ccccc21)c1ccc(Cl)cc1 (configuration not stated)	·	-0.8%[2.3 µM]	-3.9%	0.7%	-8.0%	-1.6%	·	0.2%	1.2%	-2.2%	·
NC(=O)C1(N2CCCCC2)CCN(Cc2ccccc2Cl)CC1	-5.3%	0.4%	-5.8%	0.3%	-2.0%	0.7%	i	-0.7%	1.7%	5.2%	i
O=C(Nc1nnc(C2CC2)s1)c1cccc(S(=O)(=O)N2CCc3ccccc32)c1	1.3%	1.1%	?	0.2%	-1.3%	-1.6%	i	-0.5%[57.5 µM]	-2.0%	7.5%	i
CC(=O)N[C@H](CS)C(=O)O	0.0%	?	-0.3%	1.5%	2.5%	-1.8%[3.08 µM]	i	-0.6%	-3.2%	?	i
CNC(=O)N(c1ccccc1)c1ccccc1	2.1%	-3.4%&0.1%	26.1%&-5.1%	-0.1%&-2.4%	-1.0%&-3.3%	-2.1%&1.3%	i	-0.1%[57.5 µM]	-6.4%	3.1%&-0.9%	i
SMILES	Epigenetic mod	Hsp90 Hop PPI	CRE-bla Fsk	BRCT inh red	Pol III holo inh	BRCT PPI green	A350 fluor	HBB splicing	Ub-GFP proteasome	ALOX15 inhib	4MU fluor
Cc1ccsc1C1C2=C(CCCC2=O)Nc2ncnn21 (configuration not stated)	-3.3%	-3.1%	5.4%	0.8%	-4.7%	1.9%	2.34e-08M*	3.9%	-3.2%	-4.3%	2.24e-08M*
CCCOc1ccc(C2c3c(oc4ccccc4c3=O)C(=O)N2CCCN2CCOCC2)cc1 (configuration not stated)	-1.6%	-5.9%	-10.1%	0.6%	-2.9%	2.1%	?	0.3%[57.5 µM]	-4.4%	3.8%	i
COC(=O)[C@@]1(Cc2ccccc2)[C@H]2c3cc(C(=O)N4CCCC4)n(CCO)c3C[C@H]2CN1C(=O)c1ccccc1	·	-2.4%	-19.2%	-1.6%	-4.1%	-2.9%	·	-0.2%	·	·	·
CS(=O)(=O)N1CCC(C(=O)Nc2c(F)cccc2F)CC1	0.0%	0.3%	0.5%	0.9%	-3.4%	-0.6%	i	·	-3.5%	3.0%	i
COc1ccc(OC)c(NC(=O)CN(c2ccc(OC)c(Cl)c2)S(C)(=O)=O)c1	3.9%	-10.7%	5.01µM*	-2.9%	-0.4%	-1.9%	i	-0.1%	0.2%	-2.4%	i
COc1ncc2nc(-c3ccccc3)c(=O)n(-c3ccccc3)c2n1	0.0%[9.22 µM]	-0.3%	?	0.3%	0.2%	-1.9%	?	-0.9%	3.3%	-5.1%	?
Brc1ccccc1-c1nnc(CSc2nncn2-c2ccccc2)o1	4.9%	0.0%	-4.0%	-0.2%	-1.4%	0.7%	i	-0.4%[57.5 µM]	0.0%	-9.5%	i
COc1ccc(CNc2nc(SC)n[nH]2)cc1OC	-2.7%	?	?	0.5%	-0.7%	-0.3%	i	0.1%	0.0%	-1.6%	i
COc1ccc(C(C)N2CC34C=CC(O3)C(C(=O)O)C4C2=O)cc1 (configuration not stated)	1.9%	-0.2%	-2.2%	-1.6%	0.7%	-1.4%	i	·	-3.4%	7.1%	i
CC#CCOC(=O)c1c(C)nc2sc3c(c2c1N)CC[C@@H](O)C3	1.4%&0.0%	-0.4%&-7.9%	15.1%&2.4%	-1.4%	-9.3%&-4.7%	-2.2%	i	3.3%	-1.3%&-0.1%	-7.8%	i
COC(=O)CNC(=O)C1(CC(C)C)C=CCN1C(=O)c1ccccc1 (configuration not stated)	·	-5.1%	1.0%	-3.6%	-1.1%	-0.8%	·	0.2%	·	6.2%	·

Part of the list above in order of molar mass, largest number first:
SMILES	Epigenetic mod	Hsp90 Hop PPI	CRE-bla Fsk	BRCT inh red	Pol III holo inh	BRCT PPI green	A350 fluor	HBB splicing	Ub-GFP proteasome	ALOX15 inhib	4MU fluor
O=C1C2CCCN2C(c2ccccc2F)N1c1ccc(Cl)cc1 (configuration not stated)	-1.1%	-3.3%	-0.4%	3.0%	-2.3%	-0.5%	i	-0.1%	16.7%	-0.5%	i
CC(=O)NC(CCS(C)(=O)=O)C(=O)Nc1ccccc1C (configuration not stated)	4.1%	-4.8%	0.7%	-1.4%	1.4%	-0.2%	i	-1.4%	8.1%	3.3%	i
Cc1ccsc1C1C2=C(CCCC2=O)Nc2ncnn21 (configuration not stated)	-3.3%	-3.1%	5.4%	0.8%	-4.7%	1.9%	2.34e-08M*	3.9%	-3.2%	-4.3%	2.24e-08M*
